High-throughput results (PubChem)
V-ATPase pH – regulators of yeast V-ATPase proton transport. 350,000 tested, 0.37% active. S. cerevisiae, pHLuorin cytosolic pH fluorescence. response, % at 10 µM. AID 504577; in the data active means response mostly above about 7.3%, no sharp cut-off; inactive means mostly below about 5.4%; further: actives read high; inactives centre near 0; some compounds called inactive have numbers as strong as hits; reference of the scale not given here
PvdQ inh – P. aeruginosa PvdQ acylase inhibition; purified PvdQ acylase, fluorescence plate reader; inhibition, % at 10 µM; 340,000 tested, 0.063% active; in the data active means inhibition above about 30%, passing the limit was not always enough;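 further: 0% = vehicle neutral wells and 100% = reference inhibitor wells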
HTR5A ag – activates human HTR5A in OPRM1-OPRD1 agonist counter-screen; HTR5A agonist assay, luminescence, cell-based; activation, % at 9.3 µM; 340,000 tested, 0.61% active; AID 504692; in the data active means activation mostly above about 9.5%, no sharp cut-off; inactive means mostly below about 7.6%;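 further: 0% = cells with vehicle only and 100% = reference agonist; strong numbers were not always called active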
Target sequence (P47898 whole entry, looked up): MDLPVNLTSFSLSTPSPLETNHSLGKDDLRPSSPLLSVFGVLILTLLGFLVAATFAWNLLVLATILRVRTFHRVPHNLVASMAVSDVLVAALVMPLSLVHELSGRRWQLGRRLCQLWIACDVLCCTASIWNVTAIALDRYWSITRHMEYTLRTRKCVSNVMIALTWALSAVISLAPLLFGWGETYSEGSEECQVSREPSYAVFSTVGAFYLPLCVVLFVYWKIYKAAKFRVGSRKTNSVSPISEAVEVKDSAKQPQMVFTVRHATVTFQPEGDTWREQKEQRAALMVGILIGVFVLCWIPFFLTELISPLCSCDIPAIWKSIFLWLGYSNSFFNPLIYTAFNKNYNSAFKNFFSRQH
MITF TRPM1 HTS – MITF TRPM1 promoter activation in melanoma cells | 300,000 tested, 0.75% active | AID 588334 | SK-MEL-5 TRPM1-promoter luciferase, 24 h; % of positive control, neutral wells = 0 | activation, % at 12.5 µM;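 active means mean activation of at least 80% with every replicate also reaching 80%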;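 further: 0% = neutral control wells and 100% = parthenolide positive control wells; values of inactives mirror those of a sister screen read the other way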
NSD2 inh – NSD2 (human) methyltransferase inhibition; O96028; NSD2 peptide methylation, AlphaScreen, 120 min; inhibition, % at 12.5 µM; 310,000 tested, 0.54% active; in the data active means inhibition above about 50%
Wnt act – Wnt/beta-catenin pathway activation; Wnt/beta-catenin reporter cell assay, activator, plate reader; activation, % at 9.35 µM; 300,000 tested, 1.2% active; in the data active means activation above about 30%, passing the limit was not always enough;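 further: 0% = neutral control wells and 100% = positive control wells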
SR-BI DiI inh – inhibitors of mouse SR-BI mediated HDL lipid uptake. Q61009. ldlA[mSR-BI] CHO cells, DiI-HDL uptake fluorescence, 3 h. inhibition, % at 12.5 µM. 320,000 tested, 0.96% active. AID 488896;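 active means mean replicate inhibition of at least 70% and a set share of replicates each scoring 70 or more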;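 further: 0% = median of neutral control wells and 100% = median of positive control wells; values of inactives mirror those of a sister screen read the other way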
Target sequence (Q61009 whole entry, looked up): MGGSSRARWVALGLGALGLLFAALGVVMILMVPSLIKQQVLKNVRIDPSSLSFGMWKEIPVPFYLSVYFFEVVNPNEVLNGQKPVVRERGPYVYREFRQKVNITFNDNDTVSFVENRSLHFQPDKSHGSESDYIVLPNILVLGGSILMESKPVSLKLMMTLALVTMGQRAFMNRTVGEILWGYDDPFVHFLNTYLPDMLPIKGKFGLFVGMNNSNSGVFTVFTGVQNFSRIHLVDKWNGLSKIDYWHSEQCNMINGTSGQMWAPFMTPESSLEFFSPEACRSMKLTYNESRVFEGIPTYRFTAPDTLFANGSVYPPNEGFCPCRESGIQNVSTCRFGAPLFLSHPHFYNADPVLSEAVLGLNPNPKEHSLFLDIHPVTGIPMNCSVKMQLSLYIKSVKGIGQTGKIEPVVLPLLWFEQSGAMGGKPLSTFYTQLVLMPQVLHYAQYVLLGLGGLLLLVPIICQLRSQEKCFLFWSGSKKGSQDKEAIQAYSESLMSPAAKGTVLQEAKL
HTR5A inv ag – inverse agonist of human HTR5A in OPRM1-OPRD1 counter-screen; AID 504634; 340,000 tested, 0.083% active; HTR5A cell line, luminescence, inverse agonism; P47898; inhibition, % at 9.3 µM; in the data active means inhibition mostly above about 23%, no sharp cut-off; inactive means mostly below about 18%;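 further: 0% = cells with DMSO and 100% = no-cell wells with DMSO; some compounds called inactive have numbers as strong as hits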
dFosB activator – enhances mouse delta FosB homodimer DNA binding; activation, % at 25 µM; P13346; 340,000 tested, 0.99% active; purified delta FosB, TAMRA-CDK5 oligo fluorescence polarization; percent of positive-control signal above neutral wells; AID 493131;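 active means mean activation above about 17%, with every replicate also reaching it, limit read from the data, passing the limit was not always enough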;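 further: fluorescence polarization rise as delta FosB binds a TAMRA Cdk5 AP-1 oligo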
CDK5 inh – inhibitors of human CDK5/p35 kinase; Q00535+Q15078; Recombinant CDK5/p35, ADP-Glo luminescence, 60 min; inhibition, % at 10 µM; 330,000 tested, 0.01% active; AID 488839;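 active means highest replicate inhibition of at least 50% and at least 75% of replicates reaching 50%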;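 further: plate controls were DMSO neutral control for no effect and GW8510 at 10 µM for full effect; many of its hits are not listed in these tables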
* marks the source's active call; other numbers are inactive results; . = no result given.

Sample of the layout, 2 compounds:
1	O=C1CC2CS(=O)(=O)CC2N1c1ccc(Cl)cc1Cl (centres undefined)
2	CCC(C)(C)n1nnnc1CN1CCN(C(c2ccccc2)c2ccccc2)CC1
entry no.	1	2
V-ATPase pH	-1	-4
PvdQ inh	-17	-14
HTR5A ag	-2	3
MITF TRPM1 HTS	1	.
NSD2 inh	-1	9
Wnt act	-1	.
SR-BI DiI inh	18	3
HTR5A inv ag	-29	0
dFosB activator	3	-6
CDK5 inh	0.8	-1.1

All compounds of this part, previewed entries included:
1	O=C1CC2CS(=O)(=O)CC2N1c1ccc(Cl)cc1Cl (centres undefined)
2	CCC(C)(C)n1nnnc1CN1CCN(C(c2ccccc2)c2ccccc2)CC1
3	CCN(C[C@H]1N[C@@](Cc2ccccc2)(C(=O)OC)[C@H]2C(=O)N(C)C(=O)[C@@H]12)C(=O)Nc1ccc(C)cc1
4	O=[N+]([O-])c1csc2ccccc12
5	Cc1[nH]c2ccccc2c1C(=O)CN1CCCC1
6	CC(C)COc1ccc(C(=O)N/C(=C/c2cccc([N+](=O)[O-])c2)C(=O)O)cc1
7	Cc1ccccc1-n1nc2c(c1NC(=O)c1ccc(S(=O)(=O)N(C)C)cc1)CSC2
8	COc1ccc(CCNC(=O)COC(=O)c2cnccn2)cc1
entry no.	1	2	3	4	5	6	7	8
V-ATPase pH	-1	-4	1	-1	3	1	-5	-3
PvdQ inh	-17	-14	11	-2	-5	-13	1	0
HTR5A ag	-2	3	2	1	-9	2	-1	0
MITF TRPM1 HTS	1	.	0	-3	0	0	-7	7
NSD2 inh	-1	9	.	0	2	0	0	-1
Wnt act	-1	.	0	1	-1	-1	-2	-2
SR-BI DiI inh	18	3	-22	1	8	44	-2	-6
HTR5A inv ag	-29	0	-9	-3	20	-7	1	-1
dFosB activator	3	-6	-2	4	3	1	-11	-3
CDK5 inh	0.8	-1.1	3.8	-0.4	-1.8	-0.7	0.9	0.0

9	CCC(=O)NC(Nc1cc(C)cc(C)n1)(C(F)(F)F)C(F)(F)F
10	O=C(/C=C\c1ccccc1)Nc1ccc(NC(=O)c2ccco2)cc1
11	COc1cc(C(=O)COC(=O)C2CCN(c3ccc(C(F)(F)F)cn3)CC2)ccc1OC(F)F
12	CN(C)S(=O)(=O)c1ccc(Cl)c(NC(=O)CSc2nnnn2-c2ccc(O)cc2)c1
13	Cc1ccc(NC(=O)CCC(=O)NNC(=O)NC23CC4CC(CC(C4)C2)C3)cc1C
14	CCOc1ccc2[nH]c(=O)c(CN(CCc3ccccc3)C(=O)N3CCOCC3)cc2c1
15	O=S(=O)(c1cccc(Br)c1)N1CCN(c2ncnc3scc(-c4ccccc4)c23)CC1
16	CCOc1ccc(/C=N/NC(=O)c2ccccc2Cl)cc1CN1CC2CC(C1)c1cccc(=O)n1C2 (centres undefined)
entry no.	9	10	11	12	13	14	15	16
V-ATPase pH	-1	0	-2	1	-1	2	-3	-4
PvdQ inh	10	1	-15	-11	-18	-14	-3	9
HTR5A ag	4	-1	3	-4	-3	2	-3	2
MITF TRPM1 HTS	6	4	4	1	-3	-7	-4	-1
NSD2 inh	2	17	-2	1	32	0	-1	.
Wnt act	-1	0	1	-2	-2	0	0	-2
SR-BI DiI inh	-3	49	11	64	-5	-17	-23	29
HTR5A inv ag	3	11	27	10	2	-8	10	-8
dFosB activator	-4	7	-1	-7	-4	-2	-1	-2
CDK5 inh	2.9	0.3	0.1	-2.3	-3.4	-4.8	0.0	-1.4

Values by screen from the entries so far.
Compounds 9–16 in MITF TRPM1 HTS: 6, 4, 4, 1, -3, -7, -4, -1
Compounds 9–16 in HTR5A ag: 4, -1, 3, -4, -3, 2, -3, 2
Compounds 9–16 in SR-BI DiI inh: -3, 49, 11, 64, -5, -17, -23, 29

Continuation:
17	CC(C)(C)NC(=O)Cn1nc(C(F)(F)F)c2c1CCCC2
18	O=C(NCc1cccnc1)c1ccc(COc2ccccc2Cl)cc1
19	O=C(COC(=O)Cc1ccsc1)NCC12CC3CC(CC(C3)C1)C2
20	O=C(NNc1ccc([N+](=O)[O-])cc1)C1CC2CCCC(C1)C2=O (centres undefined)
21	COc1ccc2[nH]c3c(c2c1)CCN1C(=O)N([C@@H](C)C(=O)NC2CCCC2)C(=O)[C@]31C
22	FC(F)(F)c1cc(-c2ccco2)nc(N2CCN(c3ccccc3)CC2)n1
23	CC(=O)C[C@H]1c2ccccc2S(=O)(=O)N1c1ccccc1
24	O=c1c(-c2cccc(Cl)c2)c[nH]n1-c1ccccc1
entry no.	17	18	19	20	21	22	23	24
V-ATPase pH	1	2	0	-2	-3	2	-2	0
PvdQ inh	-15	-11	-9	3	5	-9	-10	-8
HTR5A ag	-3	7	0	3	-1	5	-1	4
MITF TRPM1 HTS	-5	9	.	-1	-1	-4	-11	1
NSD2 inh	-4	-2	0	2	.	-5	.	10
Wnt act	0	.	-6	.	-2	.	0	2
SR-BI DiI inh	-4	-2	-1	-7	35	43	7	-20
HTR5A inv ag	1	-8	1	-21	9	4	3	-14
dFosB activator	-7	-8	-5	-1	0	-2	-6	-4
CDK5 inh	0.0	-0.5	0.4	-1.4	-0.2	-4.6	-1.9	0.6

Not a retest: an excerpt of the list.
22	FC(F)(F)c1cc(-c2ccco2)nc(N2CCN(c3ccccc3)CC2)n1
23	CC(=O)C[C@H]1c2ccccc2S(=O)(=O)N1c1ccccc1
24	O=c1c(-c2cccc(Cl)c2)c[nH]n1-c1ccccc1
entry no.	22	23	24
V-ATPase pH	2	-2	0
PvdQ inh	-9	-10	-8
HTR5A ag	5	-1	4
MITF TRPM1 HTS	-4	-11	1
NSD2 inh	-5	.	10
Wnt act	.	0	2
SR-BI DiI inh	43	7	-20
HTR5A inv ag	4	3	-14
dFosB activator	-2	-6	-4
CDK5 inh	-4.6	-1.9	0.6

New compounds follow:
25	COc1ccc(CN2CCOCCOCCOCCOCC2)cc1
26	Cc1csc(NC(=O)CSc2nc3sc(C)c(C)c3c(=O)[nH]2)n1
27	Cc1ccc(N(CCC#N)C(=O)COC(=O)c2ccccc2SCC(=O)N2CCCC2)cc1
28	CC(=O)c1c(C)[nH]c(C(=O)Nc2ccc(Cl)c(S(=O)(=O)N3CCOCC3)c2)c1C
29	CCOc1ccc(CN(C)C(=O)CCc2ccc(S(=O)(=O)N3CCCCCC3)cc2)cc1
30	COc1ccc(N(CC(=O)N2CCOCC2)S(=O)(=O)c2ccccc2)cc1Cl
31	Cc1c(Cl)ccc2c1NC(=O)[C@]21N[C@@H](CCC(N)=O)[C@H]2C(=O)N(c3ccc(F)cc3)C(=O)[C@H]21
32	CS(=O)(=O)N(Cc1ccc(Cl)cc1)c1ccc(C(=O)NCCSCc2ccco2)cc1
entry no.	25	26	27	28	29	30	31	32
V-ATPase pH	-5	-7	6	-2	-1	9	-1	-4
PvdQ inh	-22	14	6	-1	9	-8	-2	-8
HTR5A ag	1	4	3	0	6	4	-3	8
MITF TRPM1 HTS	.	.	7	-36	-21	-1	.	.
NSD2 inh	-3	-10	0	19	-2	0	.	-2
Wnt act	-1	7	3	6	-2	-2	-1	22
SR-BI DiI inh	-8	3	-3	79*	60	-9	-19	3
HTR5A inv ag	9	8	-8	-5	-14	-3	-2	-23
dFosB activator	-2	0	-14	-24	-9	-10	1	-10
CDK5 inh	0.7	3.5	2.8	-0.6	0.3	1.2	1.0	-1.9

33	O=C(O)C(c1ccccc1)N1CCCC1 (centres undefined)
34	Clc1ncccc1-c1nc2ccccc2n1Cc1ccccc1
35	Cc1cc2c(cc1S(N)(=O)=O)S(=O)(=O)CCC2
36	Cc1cc(=O)oc2cc(OC(C)C(=O)N3CCCc4ccccc43)ccc12 (centres undefined)
37	NC(=O)c1ccc(OCC(=O)N2CCNC2=O)cc1
38	COc1ccc(-c2c(C(C)=O)c(C)nc3sc4c(=O)[nH]nnc4c23)cc1
39	CCOC(=O)Cc1c(C)nc2c(-c3ccc(Cl)cc3)c[nH]n2c1=O
40	COC(=O)c1ccc(COC(=O)C(NC(=O)Cc2ccccc2)C(C)C)cc1 (centres undefined)
entry no.	33	34	35	36	37	38	39	40
V-ATPase pH	3	4	2	-2	-3	3	.	-1
PvdQ inh	-20	-6	-9	7	-5	5	-14	-11
HTR5A ag	-4	9	1	2	-3	-2	0	0
MITF TRPM1 HTS	-16	-17	10	-6	-12	4	0	6
NSD2 inh	2	6	.	0	-1	-1	.	-2
Wnt act	.	-1	-4	1	-3	4	.	-2
SR-BI DiI inh	-50	6	8	16	-10	-20	-23	-12
HTR5A inv ag	-28	-23	-2	-7	11	-14	-14	1
dFosB activator	-2	-4	0	-16	3	-20	-8	-4
CDK5 inh	0.0	0.9	-2.5	0.3	1.2	0.3	0.1	-0.4

41	Nc1ccccc1C(O)(Cc1ccccc1)c1ccccc1 (centres undefined)
42	O=C(N/N=C/c1ccncc1)c1cccc(NC(=O)c2ccc(Cl)cc2)c1
43	COc1ccc(CNC(=O)C2(CC(=O)NC(C)(C)C)CCCC2)cc1
44	O=C(CSCc1cccc(Br)c1)N/N=C/c1ccc2c(c1)OCO2
45	CCC(=O)N1CCc2cc(Br)cc(S(=O)(=O)N3CCC(C(=O)NC(C)(C)C)CC3)c21
46	C/C(=N\OCC(=O)N/N=C/c1ccccc1)c1cccs1
47	COc1ccc(C(=O)N2CCCc3ccccc32)cc1OC
48	C=CCNC(C(=O)Nc1cccc(OC)c1)c1ccccc1 (centres undefined)
entry no.	41	42	43	44	45	46	47	48
V-ATPase pH	2	2	-1	-1	2	.	-1	2
PvdQ inh	-10	-4	-17	-6	-3	7	-17	-10
HTR5A ag	4	1	1	3	-3	-5	0	0
MITF TRPM1 HTS	9	16	3	1	0	-8	12	-5
NSD2 inh	0	.	-4	2	-3	1	-2	0
Wnt act	-3	4	1	.	4	-4	-2	8
SR-BI DiI inh	-1	62	-10	-38	-3	-16	83*	-7
HTR5A inv ag	-13	12	-2	7	-13	14	0	-1
dFosB activator	-8	41*	-5	-6	-18	-11	3	-12
CDK5 inh	2.2	0.9	0.8	0.8	1.9	1.2	-5.6	-0.2

49	Nc1ccccc1-c1nc2ccccc2[nH]1
50	Cc1ccc(S(=O)(=O)NC(=O)CSc2nc3ccccc3s2)cc1
51	CN(CC(=O)Nc1ccc(Cl)cc1)C(=O)CCc1ccccc1
52	O=C(CN(C(=O)CNS(=O)(=O)c1ccccc1)c1ccc(F)cc1)NCc1ccco1
53	Cc1nc(NC(=O)COC(=O)CCS(=O)(=O)c2ccccc2Cl)c(Cl)cc1Cl
54	Cn1ccc(NC(=O)Nc2ccc(Cl)cc2Cl)n1
55	Cc1cc(C)nc(N2N=C(C(C)(C)C)CC2=O)n1
56	CCOc1ccc(-n2c(-c3ccc(Br)cc3)c[n+]3c2CCCCC3)cc1
57	NC(=O)c1nsc(C(=O)N(Cc2ccc(F)cc2)C(C(=O)NC2CCCC2)c2ccco2)c1N (centres undefined)
58	Cn1c(-c2cccc3ccccc23)n[nH]c1=S
entry no.	49	50	51	52	53	54	55	56	57	58
V-ATPase pH	0	0	4	3	0	-6	0	1	-3	7
PvdQ inh	-15	7	-12	0	-16	8	-13	-7	0	-11
HTR5A ag	7	-1	5	-6	2	1	2	3	6	1
MITF TRPM1 HTS	38	-13	0	7	2	60	4	-61	5	2
NSD2 inh	-1	-4	3	-3	0	0	0	3	3	1
Wnt act	55*	.	-1	-3	.	18	-3	-3	-1	.
SR-BI DiI inh	3	4	.	-18	-5	-14	-6	-4	-17	-10
HTR5A inv ag	8	-34	-15	1	14	-9	-1	-9	-16	-24
dFosB activator	3	-3	-3	0	-2	-11	-6	6	-10	3
CDK5 inh	-1.5	1.0	-1.2	0.5	-0.7	1.1	-3.8	1.1	-1.5	-0.1
